Screens as filed in PubChem.
G6PDH counter – inhibits Leuconostoc G6PDH, flagging false hits in G6PDH-based assays | Purified L. mesenteroides G6PDH, diaphorase/resazurin coupled fluorescence, 45 min | inhibition, % at 5 µM | actives 0.12% (n = 200,000); in the data active = inhibition above about 50%
PMI act satM6P – increases human PMI activity with near-saturating mannose 6-phosphate; P34949; coupled PMI enzyme assay, resazurin fluorescence, 20 min; active compounds read high; 1 = untreated enzyme, 0 = substrate-free blank; activation factor at 20 µM; actives 0.34% (n = 190,000); AID 1216;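 active = activation factor of 2 or more at 20 µM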
Target sequence (P34949 whole entry, looked up): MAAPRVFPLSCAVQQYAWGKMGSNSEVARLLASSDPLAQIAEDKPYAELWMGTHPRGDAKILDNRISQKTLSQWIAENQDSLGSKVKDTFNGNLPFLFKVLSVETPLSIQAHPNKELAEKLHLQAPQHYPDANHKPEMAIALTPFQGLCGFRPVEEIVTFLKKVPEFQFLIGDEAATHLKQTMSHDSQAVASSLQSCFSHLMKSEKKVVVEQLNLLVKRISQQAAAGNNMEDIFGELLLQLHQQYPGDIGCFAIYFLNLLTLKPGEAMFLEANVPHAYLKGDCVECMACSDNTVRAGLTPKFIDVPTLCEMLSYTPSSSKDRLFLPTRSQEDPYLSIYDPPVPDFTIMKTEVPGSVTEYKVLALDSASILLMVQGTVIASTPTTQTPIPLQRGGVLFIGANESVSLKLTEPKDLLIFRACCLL
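Material: human phosphomannose isomerase with PGI, G6PDH, diaphorase coupling enzymes. Quantity: 15 ng/mL PMI. Medium: HEPES pH 7.4 buffer with MgCl2 and Tween-20. Reagent: Near-saturating mannose-6-phosphate, 1.0 mM. Compound: 20 µM single dose. Times: enzyme reaction with compound 20 min at room temperature. Detection: resorufin fluorescence at Ex 544/Em 590 nm.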
HMGR II inh – E. faecalis class II HMG-CoA reductase inhibition. purified E. faecalis HMGR, NADPH absorbance 340 nm kinetic. inhibition, % at 10 µM. actives 0.41% (n = 190,000). AID 1066;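 active = inhibition above a set limit, the median over all tested compounds plus 3 SD, cut at about 9.5% in these data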;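 also: enzyme runs in reverse so mevalonate oxidation gives rising NADPH absorbance; 0% = complete reaction with DMSO and 100% = background rate lacking mevalonate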
FLuc act counter – affects firefly luciferase, flagging false hits in luciferase stimulation screens; activation factor at 10 µM; ATPlite luciferase biochemical, luminescence, 10 min; 0 = ATP-free wells, 1 = DMSO control; 200,000 tested, under 10 active; AID 1027;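 active = luciferase activation factor, scaled between plate controls, of at least 2 with compound at 10 µM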
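Assay system: Luciferase/luciferin detection reagent, cell-free biochemical luciferase assay / Read-out: luciferase activation / Benchmarks: No-ATP low control, compound-free enzyme-plus-ATP high control / Medium: PBS buffer for ATP / Detection: luminescence measurement of luciferase light output / Schedule: 10 min at ambient temperature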
TNAP act hi DEA – TNAP (human) activation, high acceptor; P05186; purified TNAP, CDP-star luminescence, 1 M DEA, 30 min; active compounds read high; 0 = EDTA background, 1 = DMSO-only activity; activation factor at 20 µM; 200,000 tested, under 10 active;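 active = activation factor at least 2 at 20 µM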
Target sequence (P05186 whole entry, looked up): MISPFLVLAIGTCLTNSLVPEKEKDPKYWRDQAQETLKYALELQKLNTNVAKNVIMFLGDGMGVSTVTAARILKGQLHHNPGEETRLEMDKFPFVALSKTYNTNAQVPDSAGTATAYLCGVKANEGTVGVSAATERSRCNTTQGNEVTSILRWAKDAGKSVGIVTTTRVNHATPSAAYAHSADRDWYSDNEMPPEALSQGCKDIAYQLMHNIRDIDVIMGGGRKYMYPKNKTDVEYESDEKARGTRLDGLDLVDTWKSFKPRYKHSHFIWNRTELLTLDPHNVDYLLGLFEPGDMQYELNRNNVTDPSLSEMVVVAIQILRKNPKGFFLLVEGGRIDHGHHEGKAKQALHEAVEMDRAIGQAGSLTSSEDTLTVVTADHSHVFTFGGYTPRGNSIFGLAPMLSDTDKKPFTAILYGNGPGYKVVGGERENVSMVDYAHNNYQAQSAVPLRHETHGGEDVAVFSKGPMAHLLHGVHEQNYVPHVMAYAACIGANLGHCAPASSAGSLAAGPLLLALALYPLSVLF
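Test system – human TNAP · Doses – 20 µM single point · Incubation – 30 min, room temperature · Signal – luminescent substrate turnover signal · Read-out basis – activation factor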
PMI activator – increases human mannose-6-phosphate isomerase activity; P34949; purified human PMI, coupled resazurin fluorescence, 20 min; active compounds read high; 1 = vehicle control, 0 substrate-free wells; activation factor at 20 µM; actives 0.005% (n = 190,000); AID 1214;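 active = activation factor of 2 or more at 20 µM, relative to plate controls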
TNAP inh hi DEA – inhibitors of human TNAP at high phosphate acceptor concentration | AID 1135 | inhibition, % at 20 µM | P05186 | purified TNAP, CDP-star luminescence, 1 M DEA | actives 0.03% (n = 200,000);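 active = over 50% inhibition of tissue-nonspecific alkaline phosphatase at 20 µM in the single-dose screen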;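 also: plate controls were DMSO wells for no effect and EDTA-quenched wells as full inhibition for full effect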
TNAP inh noacc – blocks human TNAP activity with no phosphate acceptor present | actives 0.26% (n = 200,000) | inhibition, % at 20 µM | purified TNAP, CDP-star luminescence, 30 min | P05186;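 active = tissue-nonspecific alkaline phosphatase inhibition above about 50% at 20 µM in the single-dose screen, limit read from the data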;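 also: 0% = DMSO negative control and 100% = EDTA positive control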
Diaphorase act – diaphorase activation or chemical reduction counter-screen; Diaphorase/resazurin coupled assay, resorufin fluorescence, 16 min; active compounds read high; 1 = vehicle wells, 0 = NADH-free wells; activation factor at 20 µM; actives 0.005% (n = 190,000); AID 1229;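 active = diaphorase activity raised at least twofold by the compound at 20 µM; inactive = activation factor below 2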
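System – purified diaphorase enzyme from Clostridium kluyveri · Input – enzyme 0.07 U/mL final · Also added – final NADH 0.114 mM, resazurin 0.1 mM · Measured by – fluorescence of resorufin, 544 nm excitation, 590 nm emission · Timing – 16 min enzyme reaction, ambient temperature · Measure – resorufin increase flagging diaphorase activators or reducers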
Diaphorase inh – counter-screen for diaphorase-based assays: diaphorase inhibitors and chemical oxidizers. diaphorase resazurin-to-resorufin fluorescence, NADH, 16 min; bacterial (C. kluyveri) enzyme, not human. inhibition, % at 20 µM. actives 0.69% (n = 190,000);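 active = primary screen inhibition at 20 µM above a set limit, cut at about 50% in these data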;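 also: plate controls were DMSO with full reaction for no effect and wells lacking NADH for full effect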
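Detection: fluorescence of resorufin formed from resazurin, Ex 544/Em 590 nm; test system: Clostridium kluyveri diaphorase enzyme; amount: 0.14 U/mL diaphorase, enzyme working solution; times: 16-min room-temperature incubation before reading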
Numbers without * were called inactive; / = no result given.

SMILES | G6PDH counter | PMI act satM6P | HMGR II inh | FLuc act counter | TNAP act hi DEA | PMI activator | TNAP inh hi DEA | TNAP inh noacc | Diaphorase act | Diaphorase inh
CCOC(=O)c1[nH]c(C)c(C(=O)NCCN2CCOCC2)c1C | 25 | 1.1 | 3 | 1.1 | 1.1 | 1.1 | -7 | -5 | 1 | -3
Cc1ccc2cc(CN(Cc3ccco3)C(=O)NC3CCCCC3)c(=O)[nH]c2c1C | 2 | 1 | -1 | 1 | 1 | 0.9 | 2 | 1 | 0.9 | 7
Cc1noc2ncnc(Oc3ccc4ccccc4c3)c12 | 0 | 1.1 | -4 | 1 | 1.1 | 1.1 | -5 | -10 | 0.9 | 8
COc1ccc(NC(=O)C(c2ccc(OC)cc2)N(C)C(=O)Cc2cccs2)cc1 (configuration not stated) | -9 | 1 | -1 | 1.1 | 1 | 0.9 | 3 | -15 | 0.9 | 8
COc1ccc(S(=O)(=O)N(CCc2ccccc2)CC(=O)N/N=C/c2ccc3c(c2)OCO3)cc1 | 12 | 1 | -3 | 1 | 1 | 1 | -4 | -14 | 0.9 | 9
COc1ccc(-c2[nH]n(-c3ccc([N+](=O)[O-])cc3)c(=O)c2C=NCc2ccc(F)cc2)cc1 | -10 | 1 | -5 | 1.1 | 1 | 0.9 | 1 | -18 | 0.9 | 12
Cc1ccc(S(=O)(=O)N2CCC(C(=O)NCCCN3CCCCCC3)CC2)cc1 | 6 | 1 | -7 | 1 | 1.1 | 1 | -7 | -18 | 1.1 | -13
Cn1c(N=Nc2ccc(N3CCOCC3)cc2)[n+](C)c2ccccc21 | 5 | 0.7 | -8 | 0.4 | 0.5 | 0.8 | 47 | 50 | 0.9 | 14
Cc1sc2nc(-c3cccs3)nc(N3CCCN(C)CC3)c2c1C | -1 | 1.1 | / | 1 | 1.1 | 1.1 | -8 | -14 | 1.1 | -10
COc1cc(/C=N\NC(=O)c2ccc(C)nc2)ccc1OC(=O)c1ccc2c(c1)OCO2 | -3 | 1.1 | -5 | 0.9 | 1 | 1.2 | 3 | -2 | 1.2 | -21
CNc1nc(C23CC4CC(CC(C4)C2)C3)cs1 | 11 | 1 | -5 | 1 | 1 | 0.9 | -2 | -13 | 0.9 | 5
CC(C(=O)Nc1ccccn1)N1C(=O)C2C3C=CC(C3)C2C1=O (configuration not stated) | -1 | 1 | -1 | 1 | 1 | 1 | -5 | -11 | 1 | -4
Cc1nonc1C1CCCN1Cc1cn[nH]c1-c1ccc(-c2ccccc2)cc1 (configuration not stated) | 12 | 0.8 | -4 | 1 | 0.7 | 0.8 | 31 | -6 | 0.7 | 35
CCc1cccc(C)c1NC(=O)CCCC(=O)O | -3 | 1 | 0 | 1.1 | 1 | 1 | 0 | 0 | 0.9 | 12
Cc1cccc(C)c1OCc1nc2ccccc2[nH]1 | -4 | 1 | -2 | 1 | 1 | 1 | -4 | -20 | 1 | -3
CCOc1cc(C)c(C(C)C)cc1S(=O)(=O)N1CC(C)OC(C)C1 (configuration not stated) | -1 | 1 | 2 | 1 | 1 | 0.9 | 2 | -4 | 1 | 4
CCn1ncc(C2=NOC(C(=O)Nc3ccc(C)cc3)C2)c1C (configuration not stated) | 0 | 1 | -2 | 1.1 | 1.1 | 0.9 | -5 | -8 | 1 | 0
CC(C)NC(=O)COc1cccc2ccccc12 | 5 | 0.7 | 3 | 1 | 1 | 0.9 | -1 | -120 | 0.9 | 6
COc1ccc(-c2ccc(CCC(=O)O)n2-c2ccc(O)cc2)cc1 | 3 | 0.7 | -9 | 1 | 1 | 0.9 | 1 | -15 | 0.9 | 15
Cc1ccnc(NS(=O)(=O)c2ccc(NC(=O)Cc3ccccc3)cc2)n1 | 0 | 1 | -4 | 1 | 1 | 1 | 0 | -6 | 0.9 | 11
CCOC(=O)c1ccc(NC(=O)CSc2nc3cccnc3n2C)cc1 | -4 | 0.9 | -2 | 1.1 | 1 | 0.9 | -4 | -10 | 0.8 | 23
O=C(COc1ccccc1)NNC(=S)NC(=O)c1ccc(Cl)cc1Cl | -2 | 1.3 | -3 | 1 | 0.9 | 1.1 | 5 | -40 | 0.6 | 37
COc1ccc(C2CC(=O)C=C(O)C2)cc1 (configuration not stated) | 7 | 0.9 | 6 | 1 | 1 | 1 | -3 | -7 | 0.9 | 10
O=S(Cc1ccc(Cl)cc1)CC(O)COCc1ccc(Cl)cc1 (configuration not stated) | 4 | 0.9 | -5 | 1 | 1 | 0.9 | -3 | -4 | 0.8 | 15
Cc1ccc(/C=N/N=C2/NC(=O)C(CC(=O)N3CCOCC3)S2)cc1 (configuration not stated) | 3 | 1.1 | -12 | 0.9 | 1.1 | 1.1 | -7 | -4 | 1.1 | -15
FC(F)(F)c1cccc(Nc2nc(N3CCCC3)nc(N3CCCC3)n2)c1 | 15 | 0.8 | -5 | 1.1 | 1.1 | 0.8 | -6 | -4 | 0.7 | 26
CCOC(=O)Cn1nnnc1CN1CCN(c2ccc(OC)cc2)CC1 | 12 | 0.7 | -1 | 1.1 | 1.1 | 0.9 | -7 | -12 | 0.8 | 25
O=C1C2CC=C(Cl)CC2C(=O)N1CC1Cc2ccccc2CO1 (configuration not stated) | 5 | 1 | -2 | 1 | 1 | 1.1 | -4 | -13 | 0.8 | 16
CC(C(=O)NCCS(=O)(=O)c1ccc(Cl)cc1)S(=O)(=O)c1ccccc1 (configuration not stated) | -2 | 1 | 0 | 1 | 1.1 | 1 | -6 | -15 | 1 | 3
CC12CCC(C(=O)N3CCN(Cc4ccccc4)CC3)(OC1=O)C2(C)C (configuration not stated) | -5 | 1 | -4 | 1.1 | 1.1 | 1 | -6 | -21 | 0.8 | 17
O=C(C1=C[C@@H]2[C@H]3C(=O)N(c4ccccc4)C(=O)[C@H]3[C@@H](C(=O)c3ccc(Cl)cc3)N2C=C1)c1ccccc1 | 14 | 1.3 | 0 | 1 | 1 | 1.4 | 3 | -14 | 0.9 | 14
COc1cccc(-n2c(SCC(N)=O)nnc2-c2c[nH]c3ccccc23)c1 | 16 | 1.1 | 0 | 1.1 | 1.1 | 1.1 | -6 | -3 | 1 | -4
CC(C)c1ccc(N2CCN(C(=O)c3ccccc3NC(=O)/C=C\C(=O)O)CC2)cc1 | 3 | 1 | 1 | 1.1 | 1 | 0.9 | -2 | -6 | 0.9 | 14
COC(=O)c1c(NC(=O)C2COc3ccccc3O2)sc2c1CCN(C(C)=O)C2 (configuration not stated) | 4 | 0.9 | -4 | 1 | 1 | 0.8 | 0 | -16 | 0.8 | 16
COc1ccc(CC(=O)Nc2ccc(NC(=O)c3ccccc3F)cc2)cc1 | 8 | 1.1 | 3 | 1 | 1 | 1.1 | -4 | -22 | 1.1 | -11
CC(C)Cc1nnc(NC(=O)CN2C(=O)c3ccccc3C2=O)s1 | 3 | 1.1 | 1 | 1 | 1.1 | 1 | -6 | -15 | 1 | -1
S=C(N/N=C/c1ccccc1Cl)Nc1ccccc1 | 4 | 0.9 | 1 | 0.9 | 0.9 | 0.9 | 10 | -6 | 1 | -3
Cc1nc2ccc(S(=O)(=O)NCC(=O)N3CCCC(C)C3)cc2s1 (configuration not stated) | 9 | 1 | 3 | 1 | 1 | 0.9 | -3 | -9 | 0.9 | 8
CC(C)=NNc1nc(-c2ccccc2)cs1 | 22 | 1.1 | -2 | 1 | 1 | 0.9 | 1 | -19 | 0.9 | 12
CC1CCN(S(=O)(=O)c2cccc(S(=O)(=O)N3CCOCC3)c2)CC1 | 12 | 1.1 | -7 | 1 | 1 | 1.1 | -3 | 5 | 1.1 | -14
N#C/C(=C\c1ccc(-c2cccc(C(F)(F)F)c2)o1)C(=O)Nn1cnnc1 | 7 | 1.2 | -5 | 1 | 1 | 1.1 | 3 | -17 | 1 | 4
O=C(O)c1cc(/C=C/c2ccc(N3CCOCC3)cc2)nc2ccccc12 | 10 | 1 | 3 | 0 | 1 | 1.3 | -1 | -12 | 0.8 | 17
CC(=O)Nc1sc2c(c1C#N)CCCCC2 | 10 | 1.2 | -4 | 1 | 1 | 1.1 | 0 | 4 | 1.1 | -10
O=C(NCc1ccccc1)c1ccco1 | 4 | 1 | 1 | 1 | 1 | 1 | 0 | -2 | 1 | 1
Nc1ccc(C(=O)c2cccs2)cc1[N+](=O)[O-] | 18 | 0.9 | -10 | 1 | 1 | 0.9 | 4 | 2 | 0.8 | 19

Entries of single compounds, quoted from the list. Order of screens: G6PDH counter, PMI act satM6P, HMGR II inh, FLuc act counter, TNAP act hi DEA, PMI activator, TNAP inh hi DEA, TNAP inh noacc, Diaphorase act, Diaphorase inh
`CC(C)=NNc1nc(-c2ccccc2)cs1` in the list: 22, 1.1, -2, 1, 1, 0.9, 1, -19, 0.9, 12
`CC(C)Cc1nnc(NC(=O)CN2C(=O)c3ccccc3C2=O)s1` in the list: 3, 1.1, 1, 1, 1.1, 1, -6, -15, 1, -1
`Cc1nc2ccc(S(=O)(=O)NCC(=O)N3CCCC(C)C3)cc2s1` (configuration not stated) in the list: 9, 1, 3, 1, 1, 0.9, -3, -9, 0.9, 8
`CC1CCN(S(=O)(=O)c2cccc(S(=O)(=O)N3CCOCC3)c2)CC1` in the list: 12, 1.1, -7, 1, 1, 1.1, -3, 5, 1.1, -14
`CC(C)c1ccc(N2CCN(C(=O)c3ccccc3NC(=O)/C=C\C(=O)O)CC2)cc1` in the list: 3, 1, 1, 1.1, 1, 0.9, -2, -6, 0.9, 14

Next structures follow:
SMILES | G6PDH counter | PMI act satM6P | HMGR II inh | FLuc act counter | TNAP act hi DEA | PMI activator | TNAP inh hi DEA | TNAP inh noacc | Diaphorase act | Diaphorase inh
CC(C)(C)c1ccc(OCC(O)CS(=O)(=O)c2ccccn2)cc1 (configuration not stated) | 1 | 0.9 | 2 | 1 | 1 | 1 | 1 | -1 | 0.9 | 12
C=CCn1c(-c2cccn(Cc3ccc(Cl)cc3Cl)c2=O)n[nH]c1=S | -3 | 1 | 0 | 1.1 | 1 | 0.9 | -2 | 9 | 0.7 | 33
O=C1C2(CCC13COC(c1ccc(O)cc1)OC3)COC(c1ccc(O)cc1)OC2 (configuration not stated) | 8 | 1 | 0 | 1 | 1 | 1 | -1 | -7 | 0.9 | 8
O=C(COC(=O)Cc1ccc2c(c1)OCCO2)Nc1ccc(S(=O)(=O)N2CCCC2)cc1 | 3 | 1.1 | -3 | 1.1 | 1.1 | 1 | -8 | -6 | 0.8 | 18
